PriA SSB inh – inhibitors of Klebsiella pneumoniae PriA binding to SSB C-terminal tail, primary screen, biochemical, AlphaScreen; PriA–SSB C-terminal tail interaction (Klebsiella pneumoniae); inhibition, % at 33 µM; 430,000 compounds, 0.6% hits; AlphaScreen SSBct-PriA binding, biotinylated peptide; in the data active = inhibition mostly above about 37%, no sharp cut-off; inactive = mostly below about 20%;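 also: plate controls were negative control peptide for no effect and reference peptide for full effect; strong numbers were not always called active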
* marks the source's active call; other numbers are inactive results; i = inactive; & = joins results of further samples. Some of the compounds tested. The share of hits here may be higher or lower than overall.

smiles	PriA SSB inh
COc1ccc2nc(-c3ccc(C)c(NS(=O)(=O)c4ccccc4Cl)c3)cn2n1	4
Cc1ccc(OCC(=O)NN=Cc2ccc3c(c2)OCO3)cc1C	-23
O=C(CC1CCCCN1S(=O)(=O)c1ccc(F)cc1)Nc1ccc(Cl)cc1 (stereo not drawn)	10
NC(=NOC(=O)c1ccc(Cl)cc1Cl)c1ccccc1	-57
Cc1ccc(N2CCC(CNC(=O)c3cc(C)oc3C)CC2)nn1	2
COc1cccc2cc(C(=O)NC3CCC(Oc4nccnc4C#N)CC3)oc12 (stereo not drawn)	-15
Cc1ccc(C)c2sc(N(Cc3ccccn3)C(=O)c3ccc(N(C)C)cc3)nc12	7
Cc1ccc(Cc2nnc(NC(=O)c3ccc([N+](=O)[O-])o3)o2)cc1C	2
CS(=O)(=O)N1CCC(CNC(=O)c2ccccc2Cl)CC1	7
CCOC(=O)C1CCCN(c2c(S(=O)(=O)c3ccc(Cl)cc3)cnc3ccc(F)cc23)C1 (stereo not drawn)	10
COc1ccc(OC)c(C(O)=CC(=O)C(=O)Nc2cc(C)cc(C)c2)c1	2
C=CCON=C(C)c1c(O)c(C)c(-c2ccccc2)n(-c2ccccc2)c1=O	4
CCCOC(=O)CCN1C(=O)/C(=C/c2ccccc2F)SC1=S	14
O=C1NC(=NS(=O)(=O)Cc2ccccc2)S/C1=C/c1ccc2c(c1)OCO2	3
COc1cccc(CCNC(=O)Cn2cnc(-c3ccc(C)cc3)cc2=O)c1	-3

By substructure: the entries above with a furan ring, fused or not.
smiles	PriA SSB inh
Cc1ccc(N2CCC(CNC(=O)c3cc(C)oc3C)CC2)nn1	2
COc1cccc2cc(C(=O)NC3CCC(Oc4nccnc4C#N)CC3)oc12 (stereo not drawn)	-15
Cc1ccc(Cc2nnc(NC(=O)c3ccc([N+](=O)[O-])o3)o2)cc1C	2

Following part:
smiles	PriA SSB inh
CCCOc1ccc(C(O)=C2C(=O)C(=O)N(c3cc(C)on3)C2c2ccc(C(=O)OC)cc2)cc1 (stereo not drawn)	-10
O=C(Nc1ccc2c(c1)N(C(=O)c1ccco1)CC2)c1ccccc1SC(F)F	12
COc1ccc(OC)c(-n2c(N)c(C(=O)NCC3CCCO3)sc2=S)c1 (stereo not drawn)	-1
O=c1ccc(-c2ccc(F)cc2)nn1CCNS(=O)(=O)c1ccc(Cl)c(Cl)c1	21
CC(=NNC(=O)CNC(=O)c1cccs1)c1ccc(Cl)cc1	-4
CCN(CC)C(=O)C1CCCN(c2ccc([N+](=O)[O-])cc2C=NNC(=O)c2ccccc2)C1 (stereo not drawn)	-3
O=C(NCCc1csc(-c2ccc(C(F)(F)F)cc2)n1)c1ccc(F)cc1	-16
O=[N+]([O-])c1ccccc1S(=O)(=O)NCCOc1ccccc1	-16
O=C(CSc1nnc(NC(=O)c2ccccc2[N+](=O)[O-])s1)Nc1ccc(OC(F)(F)F)cc1	-2
NC(=S)NN=Cc1ccc(-c2cccc([N+](=O)[O-])c2)o1	-2
COc1ccccc1-n1c(CNC(=O)c2ccccc2C(F)(F)F)nnc1SCC(=O)Nc1ccccc1F	-8
O=C(CCCSc1ccccc1)Nc1nc2ccc(Cl)cc2s1	-6&-3
CCN1C(=O)Cc2cc(NC(=O)c3ccc(OC)cc3OC)ccc21	17
CNC(=O)C1Cc2ccccc2N1C(=O)COc1cccc2c1OC(C)(C)C2 (stereo not drawn)	-1
Cc1ccc(S(=O)(=O)N2CCC(S(=O)(=O)Cc3ccco3)CC2)s1	-11
O=C(NCc1ccc2c(c1)OCO2)NC[C@H]1Cc2ccccc2CO1	-11
CC(=NNC(=O)c1c([N+](=O)[O-])c(C)nn1C)c1ccc(NC(=O)c2ccc(C)o2)cc1	-2
CN1C(=O)Cc2cc(N)ccc21	-3&13
Clc1ccccc1CSc1ccc(-c2cccnc2)nn1	-14
COC(=O)C1CC(Oc2ccccc2F)CN1S(=O)(=O)N(C)C (stereo not drawn)	4
CC(=O)N1CCN(Cc2nc3ccccc3[nH]2)CC1	2
CC(C)c1ccc(N(C)S(=O)(=O)c2ccsc2-c2nc(-c3ccc4c(c3)OCO4)no2)cc1	6
O=C(c1cccc(NS(=O)(=O)c2cccc(F)c2)c1)N1CCN(c2ccccc2F)CC1	-2&2
O=C(CCCSc1ccc(NC(=O)c2ccco2)nn1)Nc1ccccn1	-12
O=C(CSc1cccc2cccnc12)N/N=C/c1ccc(Cl)cc1	i
O=C(NN=Cc1coc2ccccc2c1=O)c1cc2ccccc2o1	-4
COc1ccc(CCC(=O)N2C3C=CCC2CC3)c(OC)c1OC (stereo not drawn)	-16
CC(C)C(NC(=O)C1C=CC(Cl)=CC1Cl)c1nc2ccccc2[nH]1 (stereo not drawn)	-3
Cn1nc2c(c1NC(=O)c1ccc(F)cc1)CCC2	4
COCC(=O)Nc1ccc(Nc2cc(C)nc(NC3CCCCC3)n2)cc1	17
CCCn1cc(SCC(=O)Nc2cc(Cl)ccc2OC)c2ccccc21	1
COc1ccc(SCC(=O)Nc2ccc3c(c2)C(=O)N(C)C3=O)cc1	-1
CCOc1ccc2ccccc2c1C(=O)Nc1cc(OC)ncn1	5
COC(=O)C1CC(Oc2ccccc2F)CN1C(=O)c1cc(-c2ccc(F)cc2)nn1C (stereo not drawn)	-4
O=C(CSc1nc(-c2ccccc2)nc2c1CCCC2)c1cccs1	-1
CC(C)c1ccc(OCC(=O)N(Cc2ccsc2)Cc2ccco2)cc1	-10
CC(C)(Oc1ccc(Cl)cc1)C(=O)N1CCSC(c2ccco2)CC1 (stereo not drawn)	-6
CSc1nc2ccc(NC(=O)COc3ccc(Cl)cc3)cc2s1	-7
O=C(Nc1nc2ccc(F)cc2s1)C1CCCN1S(=O)(=O)c1cccs1 (stereo not drawn)	-3
Cn1nc(NC(=O)Cc2ccccc2Cl)c2c1NC(=O)CC2c1ccccc1 (stereo not drawn)	-23
Cc1cc(NC(=O)c2ccc(=O)n(C)n2)no1	-3
Cn1c(CNC(=O)c2ccc(S(=O)(=O)N3CCCCC3)cc2)nnc1SCC(=O)O	7
COC(=O)N1CCC(CNS(=O)(=O)c2ccc3c(c2)CCO3)CC1	0
CC(=O)Nc1ccc(NC(=O)Cn2c(=O)nc(-c3ccccc3)c3ccccc32)cc1	-17
O=C(CCc1ccccc1)Nn1cnc2c(cnn2-c2cccc(Cl)c2)c1=O	1
Cc1ccc(NC(=O)Cn2c(C)nc3c(sc4ccccc43)c2=O)cc1Cl	-20
CC(C)Oc1ccc(-c2noc(-c3cc(-c4ccccc4)n[nH]3)n2)cc1	-4
COc1cc(/C=C2\SC(=O)NC2=S)ccc1OCC(=O)Nc1ccc(Cl)cc1	7
O=S1(=O)C=C(Nc2ccccc2)CC1	-8
COc1ccc(OC)c2sc(NC(=O)c3ccc(Cl)cc3Cl)nc12	3
O=C(NN=Cc1cccc(OCc2ccccc2)c1)c1cccs1	-1
Cc1oncc1C(=O)NCCn1nc(-c2cccs2)cc1C1CC1	-12
Clc1ccc(-c2noc(-c3ccc(CSc4ccccc4)o3)n2)cc1	81*
CCCCOc1ccc(C(=O)Nc2cnc(-n3ccnc3)nc2)cc1	-8
O=C(Nc1cccs1)N1CCN(c2ccc(-c3ccco3)nn2)CC1	5
Clc1cccc(-n2ncc3c(SCCN4CCCCC4)ncnc32)c1	-12
C#CCn1c(=NC(=O)CN2C(=O)c3ccccc3C2=O)sc2cccc(OCC)c21	-7
CCNc1cc(C)nc(Nc2ccc(NC(=O)c3ccc(OCC)cc3)cc2)n1	-13
CC(C)(C)n1ncc2c(=O)n(CCC(=O)Nc3cccc(C(F)(F)F)c3)cnc21	-5
CN(C)CCCN(C(=O)c1cccc(S(C)(=O)=O)c1)c1nc2c(Cl)cccc2s1	7

Individual results from the entries so far:
PriA SSB inh with Cc1oncc1C(=O)NCCn1nc(-c2cccs2)cc1C1CC1 stands at -12
PriA SSB inh with O=C(Nc1cccs1)N1CCN(c2ccc(-c3ccco3)nn2)CC1 stands at 5
PriA SSB inh with CC(C)Oc1ccc(-c2noc(-c3cc(-c4ccccc4)n[nH]3)n2)cc1 stands at -4
PriA SSB inh with CC(C)(C)n1ncc2c(=O)n(CCC(=O)Nc3cccc(C(F)(F)F)c3)cnc21 stands at -5

Later entries
smiles	PriA SSB inh
O=C(NCCC(O)c1ccccc1)Nc1ccc(Cl)c(Cl)c1 (stereo not drawn)	-13
CCCNC(=O)C(=O)NCC1CCN(C2CCCC2)CC1	-8
O=C(Nc1onc2c1CCCC2)c1cc2ccccc2oc1=O	2
C=CCCC(=O)Nc1ccc(OC)cc1	-1
CCOCC(=O)Nc1cc(-c2ccco2)nn1-c1nc(C)c(C)c(=O)[nH]1	-2
CN(C)CC1CSCCCN1C(=O)NC(C)(C)C (stereo not drawn)	-7
Cc1ccccc1OCC(=O)Nc1ccc2c(c1)N(C)C(=O)C(C)(C)CO2	19
CSc1ccc(C(O)CNS(=O)(=O)c2ccc(Br)s2)cc1 (stereo not drawn)	-9
CCOc1ccc(-c2csc(NC(=O)Cc3ccc(S(=O)(=O)CC)cc3)n2)cc1	-4
COc1ccc(-n2ccn(CC(=O)Nc3ccc4c(c3)OCO4)c2=O)cc1	-6&19
O=C(Cc1cccs1)NCc1cc(-c2ccc(F)cc2)on1	-13
CCCc1nnsc1C(=O)NC1CCC(Oc2ncc(F)cn2)CC1 (stereo not drawn)	-4
CC(C)c1ccc2c(c1)sc(=NC(=O)CN1C(=O)c3ccccc3C1=O)n2C	-4
COc1ccc(CCC(=O)NCC2(c3cccs3)CCCC2)cc1	-27
Cc1cc(CCNS(=O)(=O)c2ccc(C(F)(F)F)cc2)on1	-2
O=c1c2ccccc2c2ccccc2c(=O)n1-n1cnnc1	13
Cc1cccc(C(N)=NOC(=O)c2ccccc2Cl)c1	-24
Cc1ccc(C=NNC(=O)CNC(=O)c2ccc(S(=O)(=O)N3CCCC3)cc2)o1	3
O=C(O)c1ccc(NCCc2c[nH]c3ccccc23)c([N+](=O)[O-])c1	19
NC(N)=NN=Cc1ccc(N2CCOCC2)cc1	-8
CCSc1ccccc1C(=O)Nc1cc(-c2cccs2)nn1-c1nc(C)c(C)c(=O)[nH]1	-9&3
COc1ccc(CNC(=O)CS(=O)(=O)c2ccc(Cl)s2)cc1	-10&-4
Cc1ccc(-n2ncc3c(C4CC4)nn(CC(=O)N4CCCC4)c(=O)c32)c(C)c1	-9
Cc1ccc(S(=O)(=O)NCC(O)c2ccoc2)s1 (stereo not drawn)	-11
COCCNC(=O)C(NC(=O)c1ccc(F)cc1)C12CC3CC(CC(C3)C1)C2 (stereo not drawn)	-3
CSc1nc(NC(C)C)c2cnn(CCNC(=O)c3cc(=O)c4ccccc4o3)c2n1	-7
Cc1cc(C(=O)NN=Cc2cc(Br)ccc2OC(=O)c2ccccc2Cl)n[nH]1	-9
C=CCSCC(=O)Oc1ccc(/C=N/NC(=O)c2ccncc2)cc1OC	4
O=C(CSc1ccc(F)cc1)NC1CCCC(O)C1 (stereo not drawn)	-18
CCn1nc(C)cc1C(=O)Nc1ccc(F)cc1F	2
COc1cn(CC(=O)Nc2ccc(OC(F)(F)F)cc2)c(CO)cc1=O	3
CCc1ccc(C(C)=NNc2ccc([N+](=O)[O-])cc2)cc1	-11
O=C(CCc1ccccc1Br)N1CCC(c2cccs2)CC1	-10
CCOC(=O)N1CCC(NC(=O)C2CN(C(C)=O)C2)CC1	-12
COc1ccc(C(=O)NN=Cc2coc3ccc(C)cc3c2=O)cc1	-9
CCN1CCc2c(sc(NC(=O)c3ccc([N+](=O)[O-])s3)c2-c2nc3ccccc3s2)C1	35
CCOc1ccc(-c2cn3c(CC(=O)NCCc4ccc(OC)cc4)csc3n2)cc1	7
O=C(c1cccnc1)N1CCC(Oc2ccc(Cl)cn2)CC1	-4
COc1ccccc1-n1nnc(C(=O)Nc2ncc(Cc3ccccc3)s2)c1C	-12
COc1cc(C=NNC(=O)c2cc(C3CC3)[nH]n2)cc(OC)c1OC	7
ON=C(c1ccc(Cl)cc1)C1CC1c1ccccc1 (stereo not drawn)	0
CSc1ncccc1C(=O)N1CCC[C@H](Cc2nc(-c3ccccc3F)no2)C1	-5
CNC(=O)c1c(NC(=O)c2ccc(S(=O)(=O)N3CCOCC3)cc2)sc2c1CCC(C)C2 (stereo not drawn)	-11
O=C(Cc1ccsc1)N1CCC(c2cccs2)CC1	-10
COC(=O)c1ccc(NC(C)=CC(=O)c2ccc(C)o2)cc1	0

Grouped by structure, the entries above containing bromine (three)
smiles	PriA SSB inh
CSc1ccc(C(O)CNS(=O)(=O)c2ccc(Br)s2)cc1 (stereo not drawn)	-9
Cc1cc(C(=O)NN=Cc2cc(Br)ccc2OC(=O)c2ccccc2Cl)n[nH]1	-9
O=C(CCc1ccccc1Br)N1CCC(c2cccs2)CC1	-10

Next section
smiles	PriA SSB inh
COC(=O)c1ccc(CSc2nn3c(=O)c(C)nnc3s2)o1	-4
COc1ccc2sc(NCc3ccco3)nc2c1	-12
O=c1ccc(-c2ccc(F)cc2)nn1Cc1nc(-c2cccc(Br)c2)no1	-15
O=C(Cc1noc2ccccc12)N1CCC(Cc2n[nH]c(=O)n2-c2ccccc2F)CC1	8
CCS(=O)(=O)NCCCN1CCN(c2ccccc2)CC1	-20
CCCCC(O)=C1C(=O)CC(C)(C)CC1=NCCCCCC(=O)O	-4
NCCCCCNC(=O)C=NO	-14
O=C(CCSc1ccccc1)Nc1nc2c(cc3c4c(cccc42)CC3)s1	10
COC(=O)c1ccc(OCC(O)CN2CCN(CCN3C(=O)c4cccc5cccc(c45)C3=O)CC2)cc1 (stereo not drawn)	5
